# Screening results (PubChem)
# GlmU inhibition = inhibition of mycobacterial GlmU enzyme – biochemical, glucosamine-1-phosphate acetyltransferase (AID 1376); Bifunctional protein GlmU (Mycobacterium tuberculosis (strain ATCC 25618 / H37Rv)); M. tuberculosis GlmU acetyltransferase enzyme assay; higher % means a stronger effect; inhibition, %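 (tested at 30 µM in the primary screen)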; hits with a dose series show IC50 in µM; 220,000 tested, 0.25% active; in the data active = inhibition above about 13%;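 note: 0% = complete reaction with vehicle and 100% = reaction without substrate; strong numbers were not always called active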
# Mtb RmlCD inh = M. tuberculosis RmlC/RmlD coupled enzyme inhibitors, primary screen, biochemical, compound mixtures, 384-well, from 1536-well plates | RmlC+RmlD coupled enzyme assay, percent inhibition; primary screen in compound mixtures | dTDP-4-dehydrorhamnose reductase (Mycobacterium tuberculosis (strain ATCC 25618 / H37Rv)) … | 160,000 tested, 0.03% active | inhibition, % at 3.6 µM; in the data active = inhibition mostly above about 34%, no sharp cut-off; note: some results filed as inactive read as strong as hits
# Target sequence (P9WH09 whole entry, looked up): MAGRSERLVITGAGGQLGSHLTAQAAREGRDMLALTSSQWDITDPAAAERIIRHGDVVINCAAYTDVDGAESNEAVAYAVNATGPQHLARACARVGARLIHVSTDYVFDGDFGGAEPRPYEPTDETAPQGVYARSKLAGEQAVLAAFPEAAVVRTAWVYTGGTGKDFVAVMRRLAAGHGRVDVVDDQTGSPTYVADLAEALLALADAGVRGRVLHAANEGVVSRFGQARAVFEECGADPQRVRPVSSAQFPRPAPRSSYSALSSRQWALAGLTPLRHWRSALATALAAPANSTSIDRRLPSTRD
# Target sequence (P9WH11 whole entry, looked up): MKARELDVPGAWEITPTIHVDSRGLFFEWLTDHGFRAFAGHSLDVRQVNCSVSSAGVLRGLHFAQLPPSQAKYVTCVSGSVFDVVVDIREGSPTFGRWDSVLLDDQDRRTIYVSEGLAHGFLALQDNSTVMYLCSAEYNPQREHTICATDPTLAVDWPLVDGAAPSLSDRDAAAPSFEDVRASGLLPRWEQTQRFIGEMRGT
# Starred values were filed as active, the others as inactive; · = no result given.
SMILES,GlmU inhibition,Mtb RmlCD inh
COc1ccccc1/C=N/NC(=O)c1ccc(NC(=O)c2cccc([N+](=O)[O-])c2)cc1,-4.7%,5
CCN(CC)c1ccc(NC(=O)c2ccccc2)cc1S(=O)(=O)Nc1ccccc1OC,9.1%,7
CCOC(=O)c1c(C)n(C)c2ccc(O)c(CN(C)C)c12,-0.3%,-7
CCCn1nc(NC(=O)c2ccco2)c2cc3ccccc3nc21,-5.2%,5
O=C(NCCCc1ccccc1)C1CC(=O)N(c2ccc3c(c2)OCCO3)C1 (stereo not drawn),3.3%,-8
CCC(C)NC(=O)CS(=O)Cc1nc(-c2cccc(C)c2)oc1C (stereo not drawn),-4.3%,10
CCc1nc(SCC(=O)OC(C)C)c2ccccc2n1,8.7%,2
N#Cc1cc(Oc2ccccc2)c(-n2nnc3ccccc32)cc1C#N,-0.4%,·
COc1cccc(NC(=O)c2cnsn2)c1,-0.1%,-15
Cc1ccccc1CN1C(=O)C2(OCCCO2)c2ccccc21,-0.8%,-6
COc1cccc(CN2CCN(Cc3ccc4c(NC(C)=O)cccc4n3)CC2CCO)c1 (stereo not drawn),-4.9%,-8
CC12CCC(C(=O)Nc3cc(Cl)ccc3Cl)(C(Br)C1=O)C2(C)C (stereo not drawn),1.9%,0
COc1cc(/C=N/NC(=O)c2cccnc2)ccc1OCC(=O)Nc1ccccc1Cl,-2.5%,·
COc1cc(OC)c(C(=O)OC(C)C(=O)Nc2cccc(C(F)(F)F)c2)cc1OC (stereo not drawn),2.5%,3
O=C(Nc1ccccn1)C1(c2ccccc2)CCCC1,1.2%,-1
COC(=O)/C(=C/Nc1cccc2ccccc12)[N+](=O)[O-],-1.3%,100*
CCOC12NC(=O)CC(=O)N1C(c1ccccc1)=CS2 (stereo not drawn),0.6%,9
Cc1ccc(S(=O)(=O)N2CCN(Cc3ccsc3)CC2)cc1,-6.8%,-1
CCOC(=O)C1CCCN(C(=O)/C=C/c2cc(OC)c(OC)c(OC)c2)C1 (stereo not drawn),8.0%,4
O=C(c1ccc(-c2ccc([N+](=O)[O-])cc2)o1)N1CCCCC1,-0.9%,10
Cc1cccc2cc3c(N)c(C(=O)N4CCOCC4)sc3nc12,0.4%,2
COc1ccccc1C(=O)Nc1ccc(S(=O)(=O)Nc2cc(C)nc(C)n2)cc1,1.9%,11
O=C1CC(N2CCOCC2)C(=O)N1c1ccc(Cl)cc1 (stereo not drawn),1.9%,5
Cc1cccc(N(C(=O)c2ccc(Cl)cc2)C2CS(=O)(=O)CC2OC(=O)c2ccc(Cl)cc2)c1 (stereo not drawn),-0.7%,-6
Cc1ccc(C=Nc2ccccc2C(N)=O)s1,2.5%,5

# Already shown: 16 of the compounds above.
SMILES,GlmU inhibition,Mtb RmlCD inh
O=C(NCCCc1ccccc1)C1CC(=O)N(c2ccc3c(c2)OCCO3)C1 (stereo not drawn),3.3%,-8
CCC(C)NC(=O)CS(=O)Cc1nc(-c2cccc(C)c2)oc1C (stereo not drawn),-4.3%,10
CCc1nc(SCC(=O)OC(C)C)c2ccccc2n1,8.7%,2
N#Cc1cc(Oc2ccccc2)c(-n2nnc3ccccc32)cc1C#N,-0.4%,·
COc1cccc(NC(=O)c2cnsn2)c1,-0.1%,-15
Cc1ccccc1CN1C(=O)C2(OCCCO2)c2ccccc21,-0.8%,-6
COc1cccc(CN2CCN(Cc3ccc4c(NC(C)=O)cccc4n3)CC2CCO)c1 (stereo not drawn),-4.9%,-8
CC12CCC(C(=O)Nc3cc(Cl)ccc3Cl)(C(Br)C1=O)C2(C)C (stereo not drawn),1.9%,0
COc1cc(/C=N/NC(=O)c2cccnc2)ccc1OCC(=O)Nc1ccccc1Cl,-2.5%,·
COc1cc(OC)c(C(=O)OC(C)C(=O)Nc2cccc(C(F)(F)F)c2)cc1OC (stereo not drawn),2.5%,3
O=C(Nc1ccccn1)C1(c2ccccc2)CCCC1,1.2%,-1
COC(=O)/C(=C/Nc1cccc2ccccc12)[N+](=O)[O-],-1.3%,100*
CCOC12NC(=O)CC(=O)N1C(c1ccccc1)=CS2 (stereo not drawn),0.6%,9
Cc1ccc(S(=O)(=O)N2CCN(Cc3ccsc3)CC2)cc1,-6.8%,-1
CCOC(=O)C1CCCN(C(=O)/C=C/c2cc(OC)c(OC)c(OC)c2)C1 (stereo not drawn),8.0%,4
O=C(c1ccc(-c2ccc([N+](=O)[O-])cc2)o1)N1CCCCC1,-0.9%,10

# Going on with the list.
SMILES,GlmU inhibition,Mtb RmlCD inh
COc1cc(/C=N/Nc2ccc(C(F)(F)F)cn2)ccc1O,2.2%,-11
COc1cc(C(=O)NCCC(=O)NC(C)C)cc(OC)c1OC,-0.4%,4
Cc1cccc(N2CCN(S(=O)(=O)c3ccc4c(c3)CCN4C(=O)CCC(=O)O)CC2C)c1 (stereo not drawn),7.0%,4
COC(=O)C1=C(O)CSC1=Nc1ccccc1,-5.6%,1
Cc1ccc(CNc2oc(-c3ccco3)nc2C#N)cc1,1.8%,-8
CCS(=O)(=O)N1CCCC(C(=O)NCc2cccc(OC)c2)C1 (stereo not drawn),-4.6%,-9
COC(C/C=C\[C@@H](O)COCc1ccccc1)OC,1.9%,·
Cc1ccc2nc(NC(=O)Cn3nc(C)c([N+](=O)[O-])c3C)sc2c1,-0.6%,-7
Cc1ccc(NC(=O)Nc2ccccc2)cc1[N+](=O)[O-],-7.4%,4
O=C(CNC(=O)c1ccco1)NCC(=O)OCc1cccc(C(=O)Oc2ccccc2)c1,1.6%,·
CCc1ccc(NC(=O)Cn2nnc(C(=O)NCc3cccs3)c2N)cc1,-4.2%,13
COc1ccc(C2c3c(ncn(CCN4CCOCC4)c3=N)Oc3ccc4ccccc4c32)cc1OC (stereo not drawn),-2.7%,-1
CCOc1ccc(N(CC(=O)N2CCC(Cc3ccccc3)CC2)S(C)(=O)=O)cc1,0.7%,-8
CCC(=O)O[C@]1(C(=O)CCl)[C@@H](C)C[C@H]2[C@@H]3CCC4=CC(=O)C=C[C@]4(C)[C@@]3(F)[C@@H](O)C[C@@]21C,-5.9%,·
CCn1cc(C(=O)O)c(=O)c2cc(F)c(N3CCN(C(=S)Nc4ccc(OC)cc4)CC3)cc21,2.6%,-11
CCOc1ccc2nc3c(cc2c1)CN(CCCO)C(=NCCOC)S3,4.3%,·
Cc1cc2nccc(-c3cccnc3)n2n1,-2.5%,-9
Cc1c(Cl)cccc1NC(=S)NCc1ccccc1,0.7%,·
CCOc1cc(C2NC(=O)NC(c3ccccc3)=C2C(C)=O)ccc1OC(C)=O (stereo not drawn),-1.4%,-12
COc1ccc(NC(=S)Nc2ccc3nc(C)c(C)nc3c2)cc1,3.1%,6
COc1cccc(OC)c1OCCOCCn1cnc2ccccc2c1=O,3.0%,-117
CCOC(=O)c1c(C)[nH]sc1=S,·,18
CCCCn1nc2cc(C(=O)NCC3CC3)ccc2c1OCC,0.6%,15
CC1CCCCN1C(=O)Nc1ccccc1Cl (stereo not drawn),0.6%,-1
COc1ccc(CSc2nnc(NC(C)=O)s2)cc1[N+](=O)[O-],-1.4%,0

# Quoted at random: 2 records from the list, in no set order.
SMILES,GlmU inhibition,Mtb RmlCD inh
O=C(CNC(=O)c1ccco1)NCC(=O)OCc1cccc(C(=O)Oc2ccccc2)c1,1.6%,·
COc1ccc(NC(=S)Nc2ccc3nc(C)c(C)nc3c2)cc1,3.1%,6

# Going on with the list:
SMILES,GlmU inhibition,Mtb RmlCD inh
CC(=O)NC(CCCN1C(=O)c2ccccc2C1=O)c1nnn(C)n1 (stereo not drawn),1.1%,·
CC(=O)OC1C([N+]2(C)CCCCC2)C[C@H]2C3CC[C@H]4C[C@H](OC(C)=O)C([N+]5(C)CCCCC5)CC4(C)[C@H]3CCC12C (stereo partly drawn),-3.0%,·
Clc1ccc(OCc2nn3c(-c4ccco4)nnc3s2)cc1,1.1%,-7
O=C(NCC1CCCO1)C1CCN(S(=O)(=O)c2cccc3nonc23)CC1 (stereo not drawn),5.7%,5
Cc1ccc(CC2S/C(=C(/C#N)C(=O)NCc3ccco3)N(c3ccccc3)C2=O)cc1 (stereo not drawn),-3.5%,16
Cc1ccc(NS(=O)(=O)c2ccccc2)c2c1CC(C)(C)O2,-4.4%,18
CN(C)CCCn1c(NC(=O)C2CCCCC2)nc2ccccc21,-5.5%,·
CC(C)CC(CO)N1CCN(C(=O)c2ccc(Cl)c(Cl)c2)CCC1=O (stereo not drawn),2.8%,·
CN(C1CCS(=O)(=O)C1)S(=O)(=O)c1cccc2nsnc12 (stereo not drawn),1.6%,·
Cc1cc(C)nc(SCC(=O)N2CCCCC2)n1,-2.1%,·
Cc1c(NC(=O)CN2C(=O)C3C4C=CC(C4)C3C2=O)c(=O)n(-c2ccccc2)n1C (stereo not drawn),-8.5%,-17
CC(C)(C)OC(=O)NCCCCCNC(=O)c1[nH]cnc1C(=O)N[C@@H](CCCCNC(=O)OC(C)(C)C)C(=O)OC(C)(C)C,-1.8%,·
COC(=O)C(C#N)C(=C1C(=O)CC(C)(C)CC1=O)c1ccc(O)cc1 (stereo not drawn),-0.1%,-5
O=C(/C=C/c1c(F)cccc1Cl)c1ccc(O)cc1,2.7%,5
COc1ccc(C2CC(C(F)(F)F)n3nc(C(=O)O)c(Br)c3N2)cc1 (stereo not drawn),2.3%,-10
O=C(CC(SCCO)c1ccc2c(c1)OCO2)c1cccs1 (stereo not drawn),5.2%,75
O=C(O)c1ccc(/C=C/c2nc3sc4c(c3c(=O)[nH]2)CCC4)cc1,2.0%,-14
COc1cc(C(=O)NC(=S)Nc2cccc(-c3cc4ccccc4oc3=O)c2)cc(OC)c1OC,-0.6%,-9
OCCCCNCc1ccc(OCc2ccccc2Cl)cc1,-6.7%,·
CCCCNC(=O)CNC(=S)N(Cc1ccc(C)cc1)Cc1ccco1,0.8%,-10
COc1ccc(CCNC(=O)C23CN(Cc4ccccc4)CC2C(c2ccc([N+](=O)[O-])cc2)=NO3)cc1 (stereo not drawn),-5.6%,17
O=c1[nH]c2ccccc2nc1C(F)(F)F,4.0%,-2
Cc1c(NS(=O)(=O)c2ccc(Br)s2)c(=O)n(-c2ccccc2)n1C,1.6%,4
C=CCn1c(SCC(=O)c2c(C)[nH]c3ccccc23)nnc1-c1ccncc1,-5.0%,-2
CC(C)C1/C(=N/O)CC(c2ccccc2)NC1c1ccccc1 (stereo not drawn),-1.0%,12
# Additional structures:
SMILES,GlmU inhibition,Mtb RmlCD inh
CCOC(=O)c1ccc(OC(=O)CCCCCN=C(N)N)cc1,6.0%,·
CC1Cc2nc(SCC(=O)N3CCCc4ccccc43)n(C)c(=O)c2S1 (stereo not drawn),-4.5%,2
Cc1ccc(SC(=O)c2c([N+](=O)[O-])c(C)nn2C)cc1,-4.6%,14
Cc1noc(NS(=O)(=O)c2ccc(N/C=C/C(=O)c3ccncc3)cc2)c1C,·,-11
COCCCNC(NC(=O)c1ccc(Br)cc1)C(Cl)(Cl)Cl (stereo not drawn),1.4%,-8
CCOc1cc(N2CCOCC2)c(OCC)cc1NC(=O)CN1C(=O)NC(CC(C)C)C1=O (stereo not drawn),3.9%,3
Cc1cnc(NC(=O)CSc2nnc(CNc3ccc(F)cc3)n2CC2CCCO2)s1 (stereo not drawn),·,1
COc1ccc(C(=O)Cn2nnc(-c3ccccc3F)n2)cc1,-0.6%,·
Cc1ccc(C)c(OCCCN2CCCC2)c1,-0.3%,-5
Cc1csc(NC(=O)C2=NN(c3ccccc3)C(=O)CC2)n1,-7.8%,·
O=C(C1=C[C@H](c2ccc(C(F)(F)F)cc2)C[C@H](OCc2ccc(CO)cc2)O1)N1CCN(Cc2ccc3c(c2)OCO3)CC1,-0.6%,·
O=C(Cc1ccccc1)NCC(=O)OCC(=O)c1ccc(OC(=O)c2ccccc2)cc1,-2.8%,·
O=C(Cn1cnc2c(nnn2Cc2ccc(F)cc2)c1=O)Nc1cccc(F)c1,-1.4%,-7
COc1ccc(NCC(=O)N/N=C/c2ccc3c(c2)OCCO3)cc1,0.8%,3
Cc1csc(NC(=O)c2cc(=O)[nH]c3ccccc23)n1,3.6%,2
CC(C)(C)NS(=O)(=O)c1ccc(NC(=O)Cc2ccccc2[N+](=O)[O-])cc1,8.5%,-6
Cc1ccc(-c2c[n+](CC(=O)OCc3ccccc3)c3n2CCC3)cc1,-2.9%,13
COc1ccc(C2CC2/C(=N/O)c2ccccn2)cc1 (stereo not drawn),-0.5%,4
Cc1ccc(Oc2c(C)nc(-c3ccccc3)[nH]c2=O)cc1,0.0%,5
CC1=NN(C(=O)c2ccccc2Br)C(O)(c2cccnc2)C1 (stereo not drawn),0.0%,-1
Cc1ccc(S(=O)(=O)N/N=C\c2cc3c(cc2Br)OCO3)cc1,-0.2%,6
CCNc1nc(C(=O)O)nc(N2CCOCC2)n1,4.1%,0
COC(=O)C1=C(N)OC(C)=C(C(C)=O)C12C(=O)N(C)c1ccccc12 (stereo not drawn),3.1%,·
Cc1nn(C2CCS(=O)(=O)C2)c(Cl)c1/C=C/C(=O)OCC(=O)c1cc(C)n(-c2ccc(F)cc2)c1C (stereo not drawn),-3.0%,-2
CCOC(=O)c1cnc2c(N=Nc3cccc(Cl)c3)c(N)nn2c1N,-4.5%,·
# Next records:
SMILES,GlmU inhibition,Mtb RmlCD inh
COc1ccc(Cl)cc1NC(=O)CN1CCCCCC1,3.6%,-10
Cc1cc(OCCn2ccnc2)cc(C(C)C)c1,1.3%,-12
Cc1nc(SCc2ccc([N+](=O)[O-])cc2)nc2ccccc12,2.2%,·
COc1ccc(C(=O)NC2CCN(C(=S)NCCc3ccccc3)CC2)cc1,5.7%,·
Cc1cccc(N2C(=O)c3cccnc3C2=O)c1,0.2%,11
CC(C)Oc1ccc(C(=O)Nc2ccc(NC(=O)c3ccco3)c(Cl)c2)cc1,0.5%,17

# A portion of the library. The share of hits here may be higher or lower than overall.
